Bioassay records (PubChem BioAssay)
PI4K2A block – inhibitors of human PI4K2A; actives 0.13% (n = 420,000); AID 1346378; activity change, negative = inhibition, % at 76.9 µM; purified PI4K2A, ADP-Glo luminescence, 1 h; stronger effect = lower value; Q9BTU6; in the data active = activity change below about -50%; inconclusive = mostly about -30% to -49%;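 also: -100% = wells without enzyme as full effect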
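Compounds are screened against recombinant PI4K2A using PI as substrate and ATP, the latter dispensed at 300 microM. Reactions run one hour at ambient temperature before ADP-Glo detection; full inhibition defined by wells lacking enzyme.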
GLS inhibitor – glutaminase GLS (human) inhibition; Potency, µM (top dose mostly 45.5 µM), without a hit: top-dose activity change, negative = inhibition, actives largely listed as inhibitors; actives 0.21% (n = 410,000); GLS enzymatic activity, qHTS titration; also: potency is read from the fitted curve at half-maximal effect; % is scaled to controls: 0 for no effect and ±100 for the full control effect
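Compounds were pin-transferred onto hKGA, after which L-glutamine (1 mM solution) and a detection mix of glutamate oxidase, HRP and Amplex Red were added. Initial and 30 min RT fluorescence reads were collected.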
HP1b binding inh – HP1-beta chromodomain-methylated histone interaction inhibition; P83916; AlphaScreen HP1-beta / biotin-H3K9me3 peptide binding; Potency, µM (series often up to 114 µM), without a hit: top-dose activity change, negative = inhibition, most hits filed as inhibitors; actives 0.56% (n = 390,000); AID 540317; also: potency is read from the fitted curve at half-maximal effect; nearly all actives have a fitted effect of over 70% in size; inactives centre near 23
Target sequence (P83916 whole entry, looked up): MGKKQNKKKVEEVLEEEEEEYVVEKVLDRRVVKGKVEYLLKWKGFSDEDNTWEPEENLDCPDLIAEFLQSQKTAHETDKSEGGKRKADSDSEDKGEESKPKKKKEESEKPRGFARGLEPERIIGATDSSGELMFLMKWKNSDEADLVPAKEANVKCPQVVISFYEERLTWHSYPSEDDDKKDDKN
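HP1-beta protein (50 nM final) preincubated 30 min at room temperature with biotinylated H3(1-18)K9me3 peptide (50 nM) in PBS pH 7.4, 0.01% Tween-20, then compound added for 30 min. AlphaScreen streptavidin donor/nickel chelate acceptor beads (10 ug/mL final), 30 min dark, luminescence read.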
G9a block – G9a (human) methyltransferase inhibition; G9a H3K9 monomethylation, AlphaScreen, 2 h; Potency, µM (highest dose often 102 µM), for inactives: at the top dose activity, negative = inhibition, most hits filed as inhibitors; actives 8.8% (n = 350,000); Q96KQ7; also: potency is read from the fitted curve at half-maximal effect; % is scaled to controls: 0 for no effect and ±100 for the full control effect; nearly all actives have a fitted effect of over 75% in size
Target sequence (Q96KQ7 913-1193 limits assumed): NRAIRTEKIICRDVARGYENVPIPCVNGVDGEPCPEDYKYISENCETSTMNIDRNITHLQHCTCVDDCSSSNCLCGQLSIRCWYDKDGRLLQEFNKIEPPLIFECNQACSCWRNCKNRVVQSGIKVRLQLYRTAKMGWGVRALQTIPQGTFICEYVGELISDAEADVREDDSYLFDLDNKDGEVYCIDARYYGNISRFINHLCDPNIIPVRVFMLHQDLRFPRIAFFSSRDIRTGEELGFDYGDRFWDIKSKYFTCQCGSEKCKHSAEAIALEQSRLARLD
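G9a (20 nM) was preincubated 15 min with compound, then reacted 2 h at room temperature with 500 nM biotin-H3K9 peptide and 20 µM SAM. Monomethyl-H3K9 detected by AlphaScreen using anti-H3K9me1 antibody.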
JMJD2A Tudor – JMJD2A Tudor domain (human) inhibition; Potency, µM (doses to about 114 µM), for the others: top-dose activity change, negative = inhibition, most hits filed as inhibitors; actives 4.4% (n = 390,000); O75164; AlphaScreen JMJD2A-Tudor / H3K4me3 peptide binding; AID 504339; also: potency is read from the fitted curve at half-maximal effect; % is scaled to controls: 0 for no effect and ±100 for the full control effect; nearly all actives have a fitted effect of over 50% in size
RGS4 inhibitor – blocks human RGS4-accelerated GTP hydrolysis; Transcreener GDP fluorescence polarization, RGS4-accelerated GTP hydrolysis; Potency, µM (titrated, usually from 114 µM), for inactives: at the highest dose activity change, negative = inhibition, hits mostly inhibitors; actives 0.039% (n = 390,000); also: potency is read from the fitted curve at half-maximal effect; % is scaled to controls: 0 for no effect and ±100 for the full control effect; nearly all actives have a fitted effect of over 75% in size; some results filed as inactive show a strong effect at the top dose
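MLSMR compounds (23 nl, pin-transferred) preincubated 10 min at room temperature with a 500nM (2x) first reagent, then RGS4 at 900nM (2x) plus Transcreener GDP mix added; fluorescence polarization (620/688 nm) read before and after 90 min at 30 °C.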
BAZ2B block – blocks human BAZ2B | Q9UIF8 | AlphaScreen BAZ2B-H3K14Ac peptide displacement | Potency, µM (top dose mostly 114 µM), for the others: top-dose activity change, negative = inhibition, usual class: inhibitors | actives 4.4% (n = 360,000); also: potency is read from the fitted curve at half-maximal effect; % is scaled to controls: 0 for no effect and ±100 for the full control effect; nearly all actives have a fitted effect of over 60% in size
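AlphaScreen displacement of biotin-H3(5-23)K14Ac peptide (50 nM final) from BAZ2B (50 nM final) in PBS pH 7.4, 0.01% Tween-20; complex preformed 30 min RT, then compounds (top 110 uM) 30 min RT, beads 20 min dark.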
ALOX12 inh – blocks human arachidonate 12S-lipoxygenase; purified 12hLO, xylenol orange hydroperoxide absorbance; Potency, µM (series often up to 108 µM), for inactives: top-dose activity change, negative = inhibition, actives largely listed as inhibitors; actives 1.1% (n = 580,000); AID 1671190; also: potency is read from the fitted curve at half-maximal effect; % is scaled to controls: 0 for no effect and ±100 for the full control effect
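Hydroperoxide product was detected by ferrous iron/xylenol orange as the 573 to 405 nm absorbance ratio. Arachidonic acid at 40 uM (final) was turned over for 30 min at room temperature by 150 nM human 12hLO, pH 7.0 Hepes buffer, after 15 min compound preincubation.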
ERG-DNA inh – blocks human ERG Ets domain binding to DNA. P11308. fluorescence polarization, His-ERG Ets domain / labelled DNA. Potency, µM (series often up to 76.9 µM), without a hit: at the highest dose FP activity, negative = inhibition, actives largely listed as inhibitors. actives 0.028% (n = 370,000). AID 624246; active = well fitted inhibition curve with a large enough effect in the polarisation, with a control signal flat; inconclusive = small, poorly fitted or top-dose-only effect, or effect the other way, or a change in a side signal; inactive = no such curve, though single readings can be large or run the other way; the % refers to the polarisation;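 also: polarization taken with two DNA probes labelled with fluorescein and Texas red; potency is read from the fitted curve at half-maximal effect; % of control where 0% means no effect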
Target sequence (P11308 whole entry, looked up, the tested form may be a part): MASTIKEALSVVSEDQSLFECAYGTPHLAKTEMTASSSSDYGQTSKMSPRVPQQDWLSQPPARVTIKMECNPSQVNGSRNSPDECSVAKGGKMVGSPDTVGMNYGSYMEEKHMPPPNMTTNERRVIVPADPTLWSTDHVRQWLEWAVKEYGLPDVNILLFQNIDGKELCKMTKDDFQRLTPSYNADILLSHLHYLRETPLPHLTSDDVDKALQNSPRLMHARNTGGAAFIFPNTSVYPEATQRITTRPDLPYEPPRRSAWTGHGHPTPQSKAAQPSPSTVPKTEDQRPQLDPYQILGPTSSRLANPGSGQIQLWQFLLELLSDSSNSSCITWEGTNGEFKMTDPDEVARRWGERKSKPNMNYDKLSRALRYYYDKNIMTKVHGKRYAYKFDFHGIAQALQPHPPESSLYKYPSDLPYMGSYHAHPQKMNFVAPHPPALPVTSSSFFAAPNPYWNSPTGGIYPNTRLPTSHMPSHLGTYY
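His-tagged ERG Ets domain (1 uM in the protein solution; 300mM KCl, 50mM Tris-HCl, 1mM EDTA, 1mM DTT, pH 7.5) received compound, then a probe mix of 5 nM fluorescein-DNA and 100nM Texas-615-DNA. Fluorescence polarization was read for both dyes.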
Starred values were filed as active, the others as inactive; ? = inconclusive; · = not tested or not shown; & = joins results of further samples; [ ] = another dose, or the depositor's remark. Unless noted, calls follow the shape of the dose curve; as a rule, active = well fitted curve in the direction sought with a large enough effect; inconclusive = small, poorly fitted or top-dose-only effect, or another doubt; inactive = no such curve, though single readings can be large; an effect the other way counts as inactive or inconclusive.

SMILES	PI4K2A block	GLS inhibitor	HP1b binding inh	G9a block	JMJD2A Tudor	RGS4 inhibitor	BAZ2B block	ALOX12 inh	ERG-DNA inh
CCOC(=O)/C(C#N)=C/c1c(Oc2cccc(C)c2)nc2ccccn2c1=O	0	1%	28%	-31%	-3%	-8%	-19%	?	-3%
CCC1CCC(c2nnc(-c3ccc(Br)cc3)o2)CC1 (stereo not drawn)	0	18%	106%[activator]	21%[59 µM]	13%	6%	5%	30%&20%	3%
Oc1ccccc1CNCCCN1CCOCC1	0	-9%	6%	8.9µM*	4.5µM*	-9%	?	?	-3%
O=C(CCC(=O)c1cccs1)Nc1ccc(F)c(F)c1F	0	-1%	27%	?	-11%	2%	28%	0%	11%
COc1ccc(CCN2CC(C#N)=C3c4cc(OC)c(OC)cc4CCN3C2)cc1OC	2	15%	6%	?	?	-11%	?	9%	-1%
COc1ccc(-c2cc(C(=O)NCCc3ccc(OC)c(OC)c3)c3ccccc3n2)cc1	1	0%	19%	4%[59 µM]	-13%	-22%	-2%	-20%	0%
CCC(=O)Nc1cc2c(C)cc(=O)oc2cc1C	1	-1%	45%[activator]	6%	16%	-22%	?	0%[57.4 µM]	9%
C=CCn1c(COc2ccc(F)cc2)nnc1SCC(=O)NC(=O)NCc1ccco1	-12	8%	9%	?	?	-18%	?	?	·
CCN1CCN(c2nc3ccccn3c(=O)c2/C=C(\C#N)S(=O)(=O)c2ccccc2)CC1	8	8%	14%	?	-23%	29%	-24%	?	10%
COCCn1c(-c2ccc(Br)cc2)csc1=Nc1cccnc1	1	-5%	?	40µM*	45µM*	3%	11µM*	132%	5%
CCOC(=O)c1nn(-c2ccc(C)cc2)c(=O)c2c(N)scc12	-27	-2%	-17%	1.3µM*	?	?	?	25µM*	3%
NS(=O)(=O)c1cccc(NC(=O)COC(=O)CCC(=O)c2cccs2)c1	2	-1%	23%	·	-4%	21%	·	187%[activator]	4%
Cn1c(SCc2ccccc2)nnc1-c1ccncc1	-4	3%	23%	?	-12%	-34%	-11%	-6%	-5%
O=C(CCN1CCN(c2ccccc2)CC1)Nc1ccccc1	3	20%	45%[activator]	5%	-20%	-34%	-4%	-18%	9%
COCCn1c(SCC(=O)Nc2nnc(C)s2)nnc1-c1ccco1	2	22%	27%	-3%	-8%	0%	-18%	1%	-8%
COc1ccc(CC(=O)Nc2ccc(-c3cn4ccccc4n3)cc2)cc1	-7	7%	16%	-24%[2.33 µM]	-11%	13%	-6%	-12%	-14%
O=C(CN1CCN(c2ccccc2)CC1)Nc1ccc(F)cc1	-5	-8%	17%	16%	-3%	8%	-2%	2%	0%
O=C(O)CC1(CC(=O)N2CCC(C(=O)O)CC2)CCCC1	7	2%	67%[activator]	-14%[2.33 µM]	-9%	-1%[56.9 µM]	9%	-21%	-7%
Cc1ccc(C(C)C)c(OCC(=O)Nc2ccc(C(=O)OC3CCCCC3)cc2)c1	-2	-3%	82%[activator]	16%[59 µM]	15%	-16%	19%	-2%	-1%
OC(Cn1cncn1)(c1ccccc1)c1ccccc1	0	11%	36%	-9%[59 µM]	-7%	-26%	7%	0%	-2%
Cc1ccc(NC(=O)NNC(=O)c2ccc3c(c2)NC(=O)C(C)(C)O3)cc1	-6	?	41%[activator]	4%	7%	4%	2%	-3%	-6%
CSc1ncc(C(=O)Nc2cc(Cl)ccc2C)c(-c2ccccc2)n1	2	3%	9%	-5%[59 µM]	-9%	7%	-21%	-8%	-1%
Cc1[nH]c(=O)[nH]c(=O)c1N1CCOCC1	-2	41%[activator]	20%	·	12%[11.4 µM]	-21%[11.4 µM]	-1%	16%	-6%
CCc1ccc(NC(=O)NCCN2CCN(c3ccc(OC)cc3)CC2)cc1	-3	-3%	21%	10µM*	-30%	2%	?	0%	0%
Cn1c(SC2=CS(=O)(=O)c3ccccc32)nc2ccccc21	12	-5%	65%[activator]	5%[12.7 µM]	-8%	-35%	-10%	-6%	3%
COc1ccc2c(c1)OC[C@H]1[C@H]2N2C(=O)c3ccc(F)cc3NC(=O)[C@@]2(C)[C@H]1c1ccccc1	3	-4%	20%	·	-28%	-16%	·	-3%	1%
CC[N+](C)(CC)CCC/C(=N/O)C(O)(c1ccccc1)c1ccccc1	3	0%	12%	50µM*	?	-17%	-21%	125%[activator]	-8%
COC(=O)Cc1c(C)c2cc3c(c(C)c2oc1=O)OCN(CCc1ccc(F)cc1)C3	1	56%[activator]	23%	3%[59 µM]	-15%	5%	-4%	-75%	6%
Cc1ccc(NC(=O)CS(=O)CC(=O)N(c2ccc(C)cc2)C(C)C(=O)NC2CCCCC2)cc1 (stereo not drawn)	1	-2%	41%[activator]	18µM*	-3%	8%	16%	-14%	4%
Cc1ccc(-c2ccc(SCC(=O)NC3CCCCC3)nn2)cc1	-7	10%	17%	35%	-12%	17%	-17%	0%	13%
CC(C)(C)N1C(=O)[C@H]2[C@@H](c3ccc(Br)cc3)N3C(=O)N(c4cccc(F)c4)C(=O)[C@@]3(C)[C@H]2C1=O	-6	4%	37%	-10%[2.33 µM]	-8%	10%	5%	-6%	-2%
Oc1[nH]c2ccccc2c1N=Nc1c(F)c(F)c(Cl)c(F)c1F	3	-1%	52%[activator]	-3%	-1%	2%	-7%	57%[activator]	-19%
CCC(C)Nc1nc2c(C)cccn2c(=O)c1C=Nc1ccc(OC)cc1 (stereo not drawn)	0	1%	-5%	?	-31%	-4%	-29%	-5%	5%
Cc1nc2ccccn2c1C(=O)N/N=C/c1ccccc1[N+](=O)[O-]	9	0%	47%[activator]	19%	-6%	2%	-18%	8%[57.4 µM]	7%
O=C(c1cccs1)N1CCc2c([nH]c3ccccc23)C1c1ccccn1 (stereo not drawn)	1	13%	-1%	45µM*	?	26%	?	-8%	2%
CCN(CC)S(=O)(=O)c1cc(NC(=O)NCCCl)ccc1C	2	51%[activator]	10%	?	-13%	11%	-32%	-2%	-9%
Nc1cc2c3ccccc3ccc2c2ccccc12	-12	9%	-10%	·	-24%	-22%	·	-27%	5%
Cc1nc2ccc(NC(=S)NC(C)C)cc2nc1C	1	6%	25%	?	-18%	-45%	-6%	?	-1%
O=C(CCN1CCOCC1)NNC(=O)Nc1cccc([N+](=O)[O-])c1	0	0%	29%	·	-2%	12%	4%	7%	-8%
O=C(NCc1ccco1)c1ccc(CS(=O)(=O)Cc2ccc(Cl)cc2)o1	-6	-2%	16%	-34%	-22%	-26%	-11%	-24%	3%
CC(=O)CSc1nnc2c3ccccc3nc(C(C)(C)C)n12	-2	-1%	26%	-24%[59 µM]	-3%	31%	1%	-6%	3%
CCOC(=O)c1ccc(N2CCCCC2)c(NS(=O)(=O)c2cccc(C(F)(F)F)c2)c1	-7	8%	56%[activator]	?	-6%	-12%	-9%	?	40%[activator]
O=C(COC(=O)c1cccc(Br)c1)Nc1cccc2c1C(=O)c1ccccc1C2=O	-8	16%	0%	?	-7%	13%	-16%	-30%	6%
CC(CCCC(C)(C)O)NCCO (stereo not drawn)	-1	4%	33%	10%	?	-21%	-1%	11%	·
O=C(NC(=S)Nc1ccc2[nH]c(=O)[nH]c2c1)c1ccccc1F	0	15%	30%	·	-13%	-41%	-4%	-11%	-7%
Cc1ccc(CCNC(=O)c2cc(S(=O)(=O)N3CCOCC3)cn2C)cc1	4	-1%	39%[activator]	3%	5%	-10%	5%	9%	7%
O=C(O)CCn1c(O)c(C=C2N=c3ccccc3=N2)sc1=S	5	-11%	26%	-48%[59 µM]	-16%	-54%	-17%	-21%	-10%
CCn1cc(C(=O)N2CCN(c3cccc(Cl)c3)CC2)c(=O)c2cc(S(=O)(=O)N3CCOCC3)ccc21	-7	0%	5%	-1%[59 µM]	-27%	16%	·	-22%	-5%
CCN(CC(=O)Nc1ccc(NC(C)=O)cc1)C(=O)CCN1C(=O)c2cccc([N+](=O)[O-])c2C1=O	-3	0%	26%	·	-1%	7%	-1%	?	-15%
C=CCNC(=S)Nc1sc2c(c1C#N)CCCC2	-2	-30%	1%	45µM*	-6%	-12%	-30%	?	6%
CCCCc1ccc(NC(=O)CSc2nc3ncccc3[nH]2)cc1	7	1%	25%	-13%	15%	-3%	-16%	-1%&30%	-7%
CCOc1ccc(N2CC(c3nc4ccccc4n3CCOc3ccccc3)CC2=O)cc1 (stereo not drawn)	0	0%	11%	-29%[59 µM]	-31%	-41%	-4%	3%	1%

Not all compounds are listed; count on the stated rates, not on these rows.
